# High-throughput results deposited in PubChem by several laboratories.
# S1P2 agonist = activates the human S1P2 receptor; O95136; AID 729; 0.46% of 97,000 active; S1P2-expressing cell line, agonist reporter read-out; activation, % at 4.5 µM; in the data active = activation above about 16%;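 note: 0% = vehicle low control and 100% = maximal reference agonist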
# Target sequence (O95136 whole entry, looked up): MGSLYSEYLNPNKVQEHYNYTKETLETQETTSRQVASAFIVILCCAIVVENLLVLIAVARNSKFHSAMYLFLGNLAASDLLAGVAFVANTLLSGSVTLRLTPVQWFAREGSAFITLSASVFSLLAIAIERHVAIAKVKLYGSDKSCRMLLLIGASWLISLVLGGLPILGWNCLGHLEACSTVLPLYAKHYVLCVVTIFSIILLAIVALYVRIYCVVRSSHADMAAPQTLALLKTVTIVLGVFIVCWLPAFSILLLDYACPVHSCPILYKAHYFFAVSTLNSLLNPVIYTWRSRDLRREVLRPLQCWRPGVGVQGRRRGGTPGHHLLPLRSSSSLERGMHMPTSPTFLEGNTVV
# S1P2 antag = blocks the human S1P2 receptor; cell-based S1P2 antagonist assay, inhibition at 5 uM; AID 736; O95136; inhibition, % at 5 µM; 0.21% of 97,000 active; in the data active = inhibition above about 45%;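 note: CRE beta-lactamase reporter cells expressing human S1P2 stimulated with S1P; 0% = agonist at EC80 alone and 100% = agonist plus reference antagonist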
# LYP inh 2 = blocks human PTPN22 phosphatase activity; 0.21% of 96,000 active; inhibition, % at 2 µM; recombinant LYP catalytic domain, DiFMUP fluorescence; AID 640;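 active = inhibition at 2 µM at or above a set limit, the screen mean plus 3 SD, cut at about 24% in these data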;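 note: 0% = DMSO with enzyme and 100% = enzyme fully blocked by orthovanadate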
# LYP act = activators of human LYP (PTPN22) phosphatase; Q9Y2R2; recombinant LYP, DiFMUP fluorescence; 0 = plate median, 100 = signal doubled; activation, % at 2 µM; 0.11% of 96,000 active;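 active = activation at 2 µM above a set limit, the mean plus 5 SD, cut at about 37% in these data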
# Rev-RRE block = HIV Rev-RRE protein-RNA interaction inhibition; Rev peptide-RRE RNA binding, FRET; inhibition, % at 8 µM; 0.79% of 97,000 active; AID 704;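 active = inhibition above the screen-wide mean plus 3 SD, cut at about 35% in these data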;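 note: 0% = median DMSO wells and 100% = median Neomycin B control wells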
# Target sequence (P05866 whole entry, looked up): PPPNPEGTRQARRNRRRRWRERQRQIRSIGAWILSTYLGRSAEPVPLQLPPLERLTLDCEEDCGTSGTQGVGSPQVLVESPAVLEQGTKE
#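 Test system – labelled RRE RNA duplex and labelled Rev peptide · Reagent – labelled Rev peptide · Doses – one concentration, 8 µM nominal · Incubation – 5 + 15 min at 25 °C · Signal – FRET fluorescence readout · Read-out basis – % inhibition of FRET ratio versus controls · Control set – DMSO wells as 0% and neomycin B wells as 100% inhibition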
# PostGolgi yeast = growth inhibition of a yeast mutant, post-Golgi transport screen | inhibition, % at 10 µM | 0.9% of 98,000 active | post-Golgi transport phenotypic cell assay;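 note: yeast cells grown in 1536-well plates; yeast grown about 18 h at 30C before absorbance read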
# EphB4 ephrin blk = blocks human EphB4 binding to ephrin-B2. P54760. 0.15% of 97,000 active. AID 720. inhibition, % at 7 µM. EphB4 LBD / TNYL-RAW-Alexa532 peptide, fluorescence polarization;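 active = inhibition above the screen-wide mean inhibition plus 3 SD, cut at about 15% in these data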;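 note: 0% = DMSO wells and 100% = excess unlabeled TNYL-RAW peptide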
# FAK inh = blocks human focal adhesion kinase activity. Q05397. AID 727. biochemical FAK kinase activity assay. inhibition, %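 (tested at 7 µM)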. 0.84% of 97,000 active; in the data active = inhibition above about 19%;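 note: 0% = DMSO and 100% = reference compound high control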
# PostGolgi ctrl = growth of the yeast control strain, post-Golgi counter-screen; efflux-deficient yeast background strain, growth absorbance A615, 16 h; AID 738; inhibition, % at 10 µM; 5% of 98,000 active
# * = called active by the depositor; · = not tested or not shown. Cut-off read from the data, not from the text of the source, unless noted: active = inhibition above about 30%; inactive = the rest. Compounds as they come. Share with any hit: about 7%.
# Start of the data: the first 6 entries (preview)
SMILES,S1P2 agonist,S1P2 antag,LYP inh 2,LYP act,Rev-RRE block,PostGolgi yeast,EphB4 ephrin blk,FAK inh,PostGolgi ctrl
CC(NC(=O)C(Cc1ccccc1)N1C(=O)C2C3CCC(C3)C2C1=O)c1ccccc1 (stereo not drawn),-7,-3,6,-7,3,-1,1,0,32*
O=C(NCCC1=CCCCC1)NC12CC3CC(CC(C3)C1)C2,1,3,-2,1,7,·,-58,0,·
CC1(NC(=O)N2CCOCC2)CCS(=O)(=O)C1 (stereo not drawn),-2,-12,-9,13,1,5,-1,1,23
CCCCOc1ccc(CSc2nncn2N)cc1,3,-8,-9,10,-3,4,-2,-2,0
C/C(Cl)=C/CSc1nnc2n(N)c(=O)c3ccccc3n12,-3,-10,4,-2,5,6,4,-11,1
O=C1[C@H]2[C@@H](C(=O)N1c1cc(Cl)cc(Cl)c1)[C@]1(C(=O)Nc3ccccc31)N1CCC[C@@H]21,-6,11,4,-4,15,-2,5,7,25

# Results, previewed entries included:
SMILES,S1P2 agonist,S1P2 antag,LYP inh 2,LYP act,Rev-RRE block,PostGolgi yeast,EphB4 ephrin blk,FAK inh,PostGolgi ctrl
CC(NC(=O)C(Cc1ccccc1)N1C(=O)C2C3CCC(C3)C2C1=O)c1ccccc1 (stereo not drawn),-7,-3,6,-7,3,-1,1,0,32*
O=C(NCCC1=CCCCC1)NC12CC3CC(CC(C3)C1)C2,1,3,-2,1,7,·,-58,0,·
CC1(NC(=O)N2CCOCC2)CCS(=O)(=O)C1 (stereo not drawn),-2,-12,-9,13,1,5,-1,1,23
CCCCOc1ccc(CSc2nncn2N)cc1,3,-8,-9,10,-3,4,-2,-2,0
C/C(Cl)=C/CSc1nnc2n(N)c(=O)c3ccccc3n12,-3,-10,4,-2,5,6,4,-11,1
O=C1[C@H]2[C@@H](C(=O)N1c1cc(Cl)cc(Cl)c1)[C@]1(C(=O)Nc3ccccc31)N1CCC[C@@H]21,-6,11,4,-4,15,-2,5,7,25
COc1cccc(/C=N/n2c(C)nc3ccccc3c2=O)c1O,-6,-2,3,-5,6,-19,1,-2,18
COc1ccc2nc(NC(=O)C3CCCN(S(=O)(=O)c4cccc5nsnc45)C3)sc2c1 (stereo not drawn),-7,8,12,-14,4,2,2,2,26
COC(=O)c1ccc(OCC(O)CN2C(=O)NC(C)(C)C2=O)cc1 (stereo not drawn),-2,9,2,-5,4,24,-3,4,-4
CCCCn1nnnc1SCC(=O)c1cc(Cl)ccc1OC,-7,2,4,-2,13,10,-4,-9,23
CC(=O)OC(C(=O)N1CCN(c2ccc(F)cc2)CC1)c1ccccc1 (stereo not drawn),-6,22,-13,12,0,·,-4,0,·
COc1ccc(C2C(C(=O)Nc3cccc(C)n3)CCC(=O)N2c2ccc(OC)cc2)cc1 (stereo not drawn),-8,20,-16,14,2,-8,-4,-5,2
CCOC(=O)C1CCCN(c2cc(C)nc3cc(-c4ccc(F)cc4)nn23)C1 (stereo not drawn),-8,-8,6,-6,-1,0,2,-7,42*
O=C(Nc1ccc2c(c1)OCO2)c1noc2c1CCCCC2,-2,8,2,-4,5,-9,-3,1,9
CCOc1cc(C2NC(=O)NC(O)(C(F)(F)F)C2C(=O)c2ccccc2)ccc1OC (stereo not drawn),-4,6,-4,-1,0,8,0,0,-7
CC1(C)CC(=O)C=C(NCc2cccnc2)C1,-7,8,-3,0,6,0,3,-2,-3
COC(=O)[C@H](Cc1ccccc1)NC(=O)N1CCC(C)CC1,-1,-6,0,2,-3,13,-4,1,-3
CCCCC(=O)Nc1cccc(NC(=O)c2ccc(Br)o2)c1,-2,11,-17,16,5,2,3,-2,-1
COc1ccc(NC(=O)c2c(NC(=O)CNCc3ccco3)sc3c2CCC3)c(OC)c1,-6,8,4,-2,2,-6,8,-2,13
COC(=O)c1ccc(OCC(=O)c2ccccc2)cc1,-2,-2,-6,7,7,5,-4,0,6
Cc1oc(/N=C/c2ccccc2O)c(C#N)c1C,-2,4,-8,5,2,-1,-4,-5,4
CCCn1c(C)cc(-c2csc(N)n2)c1C,-2,2,3,-2,12,-2,1,4,6
Cc1cc2oc(=O)cc(CN3CCC(C)CC3)c2c(C)c1Cl,-7,5,-1,-1,12,18,0,-1,-3
CCCCSc1nc2ccccc2n1CC(=O)O,-1,3,-8,8,5,·,-1,-2,·
NNC(=O)C1CCCn2c1nc1sc3c(c1c2=O)CCCC3 (stereo not drawn),-1,5,-4,5,2,0,-4,0,2
O=C(C1CCN(c2ccc(N3CCOCC3)nn2)CC1)N1CCc2ccccc2C1,-2,9,-10,8,7,7,3,3,6
CCCn1cnc2c(c1=O)c1nc3ccccc3nc1n2CCc1ccccc1,-8,5,-2,1,-3,-1,-8,-2,7
COc1ccc(CNC(=O)C2CC(=O)N(c3ccc(OCC(=O)N4C(C)CCCC4C)cc3)C2)cc1 (stereo not drawn),-5,2,-2,2,8,0,-6,0,-3
O=C(Nc1cccc2nsnc12)c1ccc2c(c1)OCCO2,-5,-4,9,-8,0,2,-2,1,14
COCCn1nnnc1CN(CCc1ccc(OC)c(OC)c1)Cc1cc2ccc(C)cc2[nH]c1=O,-3,-6,-4,5,10,-3,-11,-1,20
CSc1nc2ccc(S(=O)(=O)Nc3c(C)n(C)n(-c4ccccc4)c3=O)cc2s1,-2,14,6,-8,-2,-10,-3,-4,4
Cc1ccc(NC(=O)C2C(C(=O)O)C3C=CC2C32CC2)cc1 (stereo not drawn),-1,-24,1,-4,-1,17,0,-1,-4
COc1cccc(OC)c1OCC(O)CN1CCN(c2ccccc2)CC1 (stereo not drawn),-4,-42,1,-3,1,-14,-2,-3,-2
CC12C=CC3(CN(Cc4ccccc4)C(=O)C3C1C(=O)NC1CC1)O2 (stereo not drawn),-7,0,1,-3,7,-8,-2,1,-6
CCOc1ccccc1NC(=O)N1CCCC1C(=O)Nc1ccc(NC(C)=O)cc1 (stereo not drawn),-7,5,-7,4,-1,19,-4,0,6
COc1ccc(CC(=O)O/N=C(\N)Cc2ccc(OC)cc2)cc1,-6,6,-4,7,0,-5,-8,-2,-5
Cc1cc(C(=O)OC(C)C(=O)Nc2nc(-c3ccccc3)cs2)c(C)o1 (stereo not drawn),-3,-19,14,-15,5,0,-7,-2,37*
COc1cccc(C(=O)Nc2ccc(-c3nnc(-c4ccco4)o3)cc2)c1,-2,15,-9,7,-1,-2,2,5,3
COC(=O)Cc1c(O)ccn(Cc2ccccc2OC)c1=O,-9,-7,-6,1,-1,8,-6,2,4
COC(=O)Cc1ccc(NC(=O)c2ccc(C(C)(C)C)cc2)cc1,-5,-8,0,3,5,-13,0,0,-3
Cc1cc(C)nc(SCC(=O)N/N=C\c2sccc2C)n1,-7,-5,11,-10,-1,9,-7,-6,4
O=C(Nn1c(Cc2cccs2)nc2ccccc2c1=O)c1ccc(F)c(F)c1,-5,-4,0,-5,2,·,6,-2,·
CCCCc1c(C)nn(-c2nnc3c4ccccc4n(C)c3n2)c1C,-4,25,6,-6,8,3,-1,6,27
Cc1ccc(Nc2cc(C)nc3ncnn23)c(Cl)c1,-9,3,-5,3,-2,5,-11,-8,22
Cc1cc(C(F)F)n2ncc(C(=O)N3CCc4ccccc4C3)c2n1,-7,9,-1,4,1,7,1,-3,1
CN=C1SC(CC(=O)Nc2ccc(N3CCOCC3)cc2)C(=O)N1C (stereo not drawn),-1,-8,10,-10,1,5,-3,3,2
Cc1ccc(C(=O)NN(C)c2nc3ccccc3nc2C(F)(F)F)cc1,-3,20,13,-10,11,8,1,-1,-3
COc1ccc(C2C(C#N)=C(N)Oc3n[nH]c(C)c32)cc1Cn1nc(C)c([N+](=O)[O-])c1C (stereo not drawn),-7,-34,5,1,4,-1,-7,-3,2
CCCc1ccc(-c2cc(C(=O)NN3CCOCC3)c3ccccc3n2)cc1,-4,6,-8,8,9,6,1,2,19
CC(=O)COC(=O)CCc1nc2ccccc2[nH]c1=O,-1,-15,-15,12,7,10,-9,0,22
Cc1c(NC(=O)Nc2ccc(Cl)cc2)c(=O)n(-c2ccccc2)n1C,-11,19,8,-10,6,12,-1,-7,11
O=C1CC(c2ccncc2)c2cc3c(cc2N1)OCO3 (stereo not drawn),-6,6,2,-4,4,-7,-9,0,-1
CN(C)c1ccc(NC(=O)c2ccc3nsnc3c2)cc1,-3,1,6,-2,-1,4,4,1,1
COc1ccc(CCC(=O)Nc2ccc3c(c2)OCCO3)cc1,-7,6,-1,0,2,3,-5,-3,3
Cc1ccc(-c2nnc3n2N=C(c2ccccc2Br)CS3)cc1,-1,-21,8,-8,14,3,-6,0,19
c1ccc2c(c1)nnn2Cc1nnc2sc(-c3ccc4c(c3)OCCO4)nn12,-10,-16,-10,13,5,-3,-6,-1,4
COC(=O)c1cc(OC)ccc1-c1ccc(OC)cc1,-8,-18,-7,8,1,3,-7,2,19
Cc1ccc2c(CN3C(=O)NC(C)(c4ccc5c(c4)OCO5)C3=O)cc(=O)oc2c1 (stereo not drawn),-8,0,11,-13,5,1,1,-1,15
NC(=O)c1c(NC(=O)c2ccccc2)sc2c1CCc1ccccc1-2,-6,-7,-9,12,10,-1,-3,-2,4
Cc1c(NC(=O)CSc2nnc(-c3cccc(Cl)c3)o2)c(=O)n(-c2ccccc2)n1C,-1,-18,-6,5,-2,1,5,2,4
# (further entries)
SMILES,S1P2 agonist,S1P2 antag,LYP inh 2,LYP act,Rev-RRE block,PostGolgi yeast,EphB4 ephrin blk,FAK inh,PostGolgi ctrl
CC(C)N(CCNC(=O)C1CCC(=O)N1Cc1ccc(F)cc1)Cc1ccccc1 (stereo not drawn),0,-15,-5,4,2,9,-12,-1,16
Cc1oc(-c2ccccc2)nc1Cn1cccc1C1=NC(c2ccccc2)CO1 (stereo not drawn),-6,-6,9,-11,15,-7,-9,1,9
Cc1ccc2c(n1)sc1c(N)ncnc12,3,14,-5,6,-2,7,-8,49*,9
COc1cc(CNCC(C)C)cc(Br)c1OCC(=O)Nc1ccccc1,-4,19,-2,0,11,·,4,2,·
COC(=O)c1ccccc1COn1c(=O)c[n+]([O-])c2ccccc21,-7,-7,-2,1,11,·,0,4,·
Cc1nn(-c2ncc(C(F)(F)F)cc2Cl)c(=O)n1-c1ccccc1Cl,-2,-8,6,-2,10,-5,4,0,10
Oc1ccc(N2CCN(C(c3cccnc3)c3nnnn3Cc3ccccc3)CC2)cc1 (stereo not drawn),-4,19,5,-2,3,13,5,2,10
Clc1ccc2nc(N3CCN(c4ccccc4)CC3)sc2c1,-1,2,2,-6,4,·,-4,2,·
CCOC(=O)c1nnn(-c2nonc2N)c1CN(C)C1CCCCC1,-2,0,-6,4,1,-1,-1,-2,-2
Cc1onc(-c2ccccc2)c1-c1n[nH]c(=S)n1-c1ccccc1Cl,-4,18,0,3,1,-2,-1,1,1
COc1ccc(C2OC(=O)CC2C(=O)NC(C)C)cc1 (stereo not drawn),-2,-15,2,-3,1,11,-5,-2,1
CCCCCn1nc(C)c(/C=N/NC(=O)c2ccoc2C)c1C,1,-25,2,-3,3,·,-5,-1,·
COc1ccc2c(c1)-c1nc(NC(=O)c3cccs3)sc1CC2,-2,8,0,-2,10,18,2,0,23
Cn1c(NC(=O)c2ccc(Cl)s2)cc(=O)n(C)c1=O,-5,-2,2,-3,4,·,-3,-7,·
O=C(Nc1ccccc1F)c1ccc(COc2ccc(Cl)cc2Cl)o1,-4,15,3,-4,16,·,1,0,·
CCCCCOc1ccc(C(=O)NC(CCC)C(=O)O)cc1 (stereo not drawn),-3,-14,-3,2,-2,2,3,0,-3
CCN=c1scc(C)n1/N=C/c1ccc(O)c(O)c1O,-3,12,21,-17,4,-1,1,6,12
Cc1ccc(NC(=O)CN(C)S(=O)(=O)c2cccc3nsnc23)cc1,-4,-14,-3,3,-1,4,-4,-2,8
Cc1nc2c(=O)n(C)c(=O)[nH]c2n1Cc1ccccc1,-7,4,-26,23,4,3,4,7,-2
